PAX8 inh HTS: inhibitors of PAX8 transcriptional activity in RMG-I cells. RMG-I TPO-luciferase reporter, SteadyGlo, 24 h. inhibition, % at 12.6 µM. 1.2% of 360,000 active;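 active = mean replicate inhibition at least 60% with every replicate also reaching 60%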;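 note: luciferase light reporting Pax8 driven TPO promoter activity; plate controls were median of neutral control wells for no effect and mitoxantrone controls for full effect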
Cneo AK release: causes C. neoformans cell lysis; 0.2% of 360,000 active; lysis activity, % at 15 µM; AID 651654; adenylate kinase release luminescence, 4 h; normalised: neutral wells 0, clomiphene wells 100;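 active = mean lysis activity across replicates of at least 80%, whatever share of replicates individually reach that level; inactive = mean lysis activity below 80%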
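Assay system: C. neoformans cells. Amount: yeast cell density of 5 × 10^6 cells/mL. Technique: AK luminescence. Buffer or medium: YPD. Times: static 4 h at 37 °C with compound, 1 h detection. Dosing: single-point compound dose. Read-out: lysis from increased AK signal.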
Casp6 inh: caspase-6 (human) enzyme inhibition; purified caspase-6, Z-VEID-R110 cleavage fluorescence; 0.53% of 350,000 active; inhibition, % at 12.5 µM;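 active = mean inhibition across replicates at least about 35%, with every replicate also reaching that limit, limit read from the data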;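 note: 0% = median of neutral control wells and 100% = no fluorescence left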
Target sequence (P55212 24-179 limits assumed): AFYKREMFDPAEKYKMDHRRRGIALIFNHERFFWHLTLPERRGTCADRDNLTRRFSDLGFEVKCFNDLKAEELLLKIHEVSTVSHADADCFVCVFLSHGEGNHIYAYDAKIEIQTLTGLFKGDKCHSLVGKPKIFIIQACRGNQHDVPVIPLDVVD
Target sequence (P55212 194-293 limits assumed): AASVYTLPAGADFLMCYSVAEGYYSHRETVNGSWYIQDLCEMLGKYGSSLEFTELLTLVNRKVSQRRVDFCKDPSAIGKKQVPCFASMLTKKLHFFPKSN
EWS-Fli block: blocks EWS/Fli oncoprotein-driven transcription. A673 NR0B1-luciferase reporter, viability-normalised. inhibition, % at 12.6 µM. 0.67% of 350,000 active. AID 651661;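 active = mean inhibition of at least 50% after viability correction, with every replicate also passing that limit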;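 note: firefly luciferase signal divided by Alamar Blue viability fluorescence both relative to DMSO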
LGR2 antag: inhibitors of bursicon-induced Drosophila LGR2 receptor cAMP signaling. HEK293 LGR2, CRE-luciferase, bursicon-stimulated, 4 h. inhibition, % at 9.99 µM. 0.35% of 380,000 active. AID 720647;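 active = drop in luminescence signal, shown as inhibition above about 50% in the replicate tests, limit read from the data, passing the limit was not always enough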;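 note: agonist challenge used bursicon conditioned medium at about half maximal strength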
FN deposition inh: fibronectin deposition inhibition; AH1F fibroblasts, Alexa488-fibronectin deposition fluorescence, overnight; inhibition, % at 12.6 µM; 0.086% of 350,000 active;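 active = mean inhibition across replicates of 30% or more, regardless of how many single replicates reach that level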;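 note: positive control wells lacked labelled fibronectin entirely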
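Material: AH1F fibroblast monolayer depositing Alexa488-labelled fibronectin into matrix | Input: 10000 AH1F cells/well | Medium: DMEM plus 2% serum, read in PBS | Reagent: Alexa488-fibronectin, 24 nM final in well | Compound dosing: One dose per compound, pinned | Schedule: 1 h adhesion, overnight exposure | Measured by: Fluorescence at 485 nm excitation, 525 nm emission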
PGC1a acetyl inh: PGC1a acetylation modulation, inhibitor mode; inhibition, % at 15.6 µM; 0.17% of 350,000 active; AID 651687; U2OS PGC1a acetylation, AlphaScreen anti-acetyl-lysine; with virally co-expressed GCN5 acetyltransferase;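 active = every replicate shows inhibition of at least 40%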;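 note: 0% = neutral control wells and 100% = positive control wells; some results beyond the cut were filed as inactive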
miR122 inh: inhibitors of miR-122 in Huh7 cells; Huh7 miR-122 Renilla luciferase sensor, 48 h; neutral wells = 0, positive control = 100; 0.3% of 340,000 active; activation (reporter increase), % at 12.5 µM;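 active = mean replicate activation score at least 90 and every replicate individually at or above 90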;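 note: higher luciferase means less miR-122 activity so hits act as miR-122 inhibitors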
* marks the source's active call; other numbers are inactive results; . = not tested or not shown; [ ] = dose if it differs, or a comment. The order is random, and some 2.5% of all compounds hit somewhere here.

No.	compound	PAX8 inh HTS	Cneo AK release	Casp6 inh	EWS-Fli block
1	NNC(=O)c1ccc(COc2ccc3c(c2)CCC3)cc1	-97	.	1	-5
2	CC(=O)Oc1ccc(OC(C)=O)c2c1C1C=CC2CC1	.	.	1	11
3	C[C@@H]1CN([C@H](C)CO)S(=O)(=O)c2ccc(C#C[C@@H](C)O)cc2O[C@@H]1CN(C)CC1CCOCC1	-16	2	0	3
4	CCOC(=O)c1ccc(NC(=O)CSc2nc(SC)ns2)cc1	.	1	.	.
5	Cc1ccc(NC(=O)COC(=O)c2cccc(OC(F)F)c2)cc1S(=O)(=O)N1CCCCC1	3	-1	0	-11
6	C/C(=N/NC(=O)c1cccs1)c1cccc(NC(=O)C2CC2)c1	.	-1	.	.
7	COc1ccc(CC(=O)OCC(=O)c2ccc(S(=O)(=O)N3CCCCC3)cc2)cc1	-12	1	3	5
8	C[C@@H]1CN([C@H](C)CO)C(=O)c2cccc(N(C)C)c2O[C@H]1CN(C)C(=O)Nc1ccc(C(F)(F)F)cc1	15	0	0	-7
9	Cc1ccccc1N1CCN(C2CCCN(C(=O)CCN3CCCCO3)C2)CC1 (configuration not stated)	12	1	-5	-8
10	O=C(N[C@H]1CC[C@H](CC(=O)N2CCN(c3ccccc3)CC2)O[C@@H]1CO)c1ccccc1	18	-3	-5	0
11	Cc1ccc(S(=O)(=O)NC(=O)Nc2ccccc2)cc1	-10	.	0	1
12	CCOC(=O)C1=C(C)NC(=S)NC1c1ccc(OCC(=O)N2CCCCCC2)c(OC)c1 (configuration not stated)	0	-1	-2	7
13	O=C(NCc1nnc(SCC(=O)N2CCOCC2)o1)c1cccs1	-4	.	-1	-6
14	CC12CCC(=O)N1C(C(=O)N1CCN(S(=O)(=O)c3ccccc3F)CC1)CS2 (configuration not stated)	4	.	-145	0
15	O=C(COC(=O)c1ccc(F)cc1Cl)NC1CCS(=O)(=O)C1 (configuration not stated)	-8	4	3	3

No.	LGR2 antag	FN deposition inh	PGC1a acetyl inh	miR122 inh
1	-56	5	.	.
2	27	-5	.	.
3	7	-7	2	4[16.7 µM]
4	-28	.	-7	8
5	-2	-8	2	-5
6	12	.	-12	-1
7	-5	-3	.	.
8	.	.	-1	12[16.7 µM]
9	13	-11	.	.
10	-17	.	-4	8[16.7 µM]
11	4	14	.	.
12	8	4	3	-7
13	10	5	.	.
14	2	7	.	.
15	10	-7	.	.

Reformatted with one line to a screen: 6 of the compounds above
3. C[C@@H]1CN([C@H](C)CO)S(=O)(=O)c2ccc(C#C[C@@H](C)O)cc2O[C@@H]1CN(C)CC1CCOCC1
4. CCOC(=O)c1ccc(NC(=O)CSc2nc(SC)ns2)cc1
5. Cc1ccc(NC(=O)COC(=O)c2cccc(OC(F)F)c2)cc1S(=O)(=O)N1CCCCC1
6. C/C(=N/NC(=O)c1cccs1)c1cccc(NC(=O)C2CC2)c1
7. COc1ccc(CC(=O)OCC(=O)c2ccc(S(=O)(=O)N3CCCCC3)cc2)cc1
8. C[C@@H]1CN([C@H](C)CO)C(=O)c2cccc(N(C)C)c2O[C@H]1CN(C)C(=O)Nc1ccc(C(F)(F)F)cc1
assay / entry | 3 | 4 | 5 | 6 | 7 | 8
PAX8 inh HTS | -16 | . | 3 | . | -12 | 15
Cneo AK release | 2 | 1 | -1 | -1 | 1 | 0
Casp6 inh | 0 | . | 0 | . | 3 | 0
EWS-Fli block | 3 | . | -11 | . | 5 | -7
LGR2 antag | 7 | -28 | -2 | 12 | -5 | .
FN deposition inh | -7 | . | -8 | . | -3 | .
PGC1a acetyl inh | 2 | -7 | 2 | -12 | . | -1
miR122 inh | 4[16.7 µM] | 8 | -5 | -1 | . | 12[16.7 µM]

New compounds follow:
No.	compound	PAX8 inh HTS	Cneo AK release	Casp6 inh	EWS-Fli block
16	C/C(CC(=O)Nc1ccc(C)c(Cl)c1)=N\NC(=O)c1ccccn1	-30	0	1	-19
17	C[C@@H]1CN([C@H](C)CO)C(=O)Cc2cc(NC(=O)Cc3cn(C)c4ccccc34)ccc2O[C@H]1CN(C)C(=O)Nc1ccc2c(c1)OCO2	-7	0	-3	3
18	CCOc1c2ccc(C(=O)NCc3ccc(C)cc3)cc2nn1CC	-22	4	0	-13
19	COc1ccc(/C=C/C(=O)OCC(=O)NC2CCCC(C)C2C)cc1 (configuration not stated)	2	-1	0	2
20	CC1(C)CC(=O)C2=C(C1)N(CCN1CCOCC1)C1=C(C(=O)CC(C)(C)C1)C2c1ccc(Cl)c([N+](=O)[O-])c1	4	.	-3	7
21	CCCC#Cc1cnc2c(c1)C(=O)N([C@H](C)CO)C[C@H](C)[C@H](CN(C)C(=O)C1CC1)O2	.	-2	3	5
22	COc1ccccc1CN(C)C(=O)COC(=O)c1cc(C)oc1C	.	-1	-1	-2
23	COc1ccc(C=C2Cc3ccccc3C2=O)cc1	-114	.	1	-117
24	O=C(COC(=O)COc1ccc2ccccc2c1)Nc1cc(C(F)(F)F)ccc1N1CCOCC1	-11	.	-3	-6
25	COC(=O)[C@]12CCCCC=C1N(Cc1ccc3c(c1)OCO3)C(=O)[C@H](CC(=O)NCc1ccc(OC)c(OC)c1)C2	2	.	2	-4
26	O=C(NCc1ccco1)c1ccc(Cn2c(=O)c3sccc3n(Cc3ccc(F)cc3)c2=O)cc1	7	-4	-2	12
27	Cc1ccc(C)c(N2C(=O)CC(Cc3ccc(Cl)cc3)C2=O)c1 (configuration not stated)	-3	-1	0	-5
28	COc1ccc(-c2ccc([C@H]3[C@@H](C#N)N(C(=O)NC(C)C)[C@H]3CO)cc2)cc1	13	-2	-1	8
29	C[C@@H]1CN([C@@H](C)CO)C(=O)c2cccc(NC(=O)Nc3ccc4c(c3)OCO4)c2O[C@H]1CN(C)C(=O)Nc1cccc2ccccc12	-10	1	-3	-2
30	CC(=O)Nc1cccc(NC(=O)CSc2ccc(C(F)(F)F)cc2[N+](=O)[O-])c1	.	2	.	.

No.	LGR2 antag	FN deposition inh	PGC1a acetyl inh	miR122 inh
16	-47	-8	-5	-4
17	5	.	4	8[16.7 µM]
18	-15	5	.	-2
19	-12	2	.	.
20	23	-3	2	1
21	-8	.	-1	11[16.7 µM]
22	1	8	16	-3
23	-22	-1	.	.
24	-3	-12	.	.
25	-3	2	.	.
26	-18	-2	-15	-5
27	.	-10	2	-7
28	15	4	-1	.
29	6	.	-1	-3[16.7 µM]
30	10	.	-4	-5

(list continues)
No.	compound	PAX8 inh HTS	Cneo AK release	Casp6 inh	EWS-Fli block
31	CCCNC(=O)COC(=O)/C(C#N)=C/c1cc(C)n(CCC)c1C	-4	2	1	16
32	O=C(C[C@@H]1CC[C@H]2[C@@H](COC[C@@H](O)CN2Cc2nccs2)O1)N1CCC(Cc2ccccc2)CC1	5	1	0	17
33	Cc1ccc(NC(=O)CCC(=O)NNS(=O)(=O)c2ccccc2)c(C)c1	.	-7	.	.
34	NS(=O)(=O)c1ccc(CCNc2ccccc2[N+](=O)[O-])cc1	-78	2	-1	-59
35	O=C(Nc1ccccc1)c1cccc(S(=O)(=O)Oc2ccc([N+](=O)[O-])cc2)c1	0	.	-1	10
36	CCCC#Cc1cnc2c(c1)C(=O)N([C@@H](C)CO)C[C@@H](C)[C@H](CN(C)S(=O)(=O)c1ccccc1)O2	-11	.	-2	4
37	Cc1cc(C)c2nncn2n1	-8	0	-6	8
38	Cc1ccc(NC(=O)C2CCN(S(=O)(=O)c3cnc[nH]3)CC2)cc1C	.	0	.	.
39	C/C=C/c1ccc(OCC(=O)NNC(=O)CN(C)S(=O)(=O)c2ccc(C)cc2)c(OC)c1	7	-2	-1	-1
40	CCCCN1CC(COCc2ccccc2)Oc2cc(Br)ccc2S1(=O)=O (configuration not stated)	-19	-1	1	7
41	C[C@@H]1CCCCO[C@@H](CN(C)S(=O)(=O)c2ccccc2)[C@H](C)CN([C@H](C)CO)C(=O)c2cc(NS(=O)(=O)c3ccc(Cl)cc3)ccc2O1	66*	-2	1	8
42	CC(C)CCNC(=O)CN(C(=O)CCC(=O)Nc1ccccn1)c1ccc2c(c1)OCO2	.	1	.	.
43	Cc1c(C(=O)O)[nH]c2c1C(=O)CC(c1ccc(C(C)(C)C)cc1)C2 (configuration not stated)	-10	-4	-1	-4
44	O=C(NCCc1ccc2c(c1)OCCO2)c1cc(S(=O)(=O)N2CCCC2)ccc1Cl	-9	-1	3	0
45	CC1CCCC(C)N1C(=O)COC(=O)C1CCN(S(=O)(=O)c2ccc3c(c2)OCCO3)CC1 (configuration not stated)	10	-3	2	5

No.	LGR2 antag	FN deposition inh	PGC1a acetyl inh	miR122 inh
31	-13	-11	-1	-5
32	-8	-9	0	1[16.7 µM]
33	-25	.	-6	-4
34	-13	7	11	-14
35	-31	-2	.	.
36	8	-5	2	.
37	2	4	2	12
38	-1	.	-1	-2
39	-2	3	4	-6
40	-1	-1	-15	11
41	23	5	-24	-10[16.7 µM]
42	-16	.	-2	2
43	-17	-8	7	-3
44	-17	-4	2	4
45	12	3	2	-8

Next compounds.
No.	compound	PAX8 inh HTS	Cneo AK release	Casp6 inh	EWS-Fli block
46	CCOc1ccccc1N(CC(=O)Nc1cc(OC)ccc1OC)S(=O)(=O)c1ccccc1	26	7	-3	16
47	O=C1Cn2c(nc3ccccc32)-c2ccccc2N1	.	1	7	.
48	Cc1ccc(CNC(=O)CO/N=C/c2ccc(C(C)(C)C)cc2)cc1	8	.	-4	-22
49	Cc1c(Cl)c([N+](=O)[O-])nn1CCCC(=O)Nc1cccnc1	10	.	2	-1
50	Cc1cc(NC(=O)CSc2nc(N)c(NC(=O)c3ccccc3F)c(=O)[nH]2)no1	-9	-3	-1	-7
51	Cc1ccc(NC(=O)CSc2nc(=O)cc(N)n2-c2ccccc2)cc1	11	-1	.	.
52	CN1N=C(/C=C/c2ccccc2)CCC1=O	-82	.	-1	-77
53	COc1cc(/C=C2\C(=N)N3N=CSC3=NC2=O)cc(Br)c1OC(=O)c1ccco1	-9	.	12	-10
54	Cc1ccn2c(NCc3ccccc3)c(-c3cccs3)nc2c1	-105	.	.	-23
55	O=C(NC(=S)NC1CCS(=O)(=O)C1)c1cccc([N+](=O)[O-])c1 (configuration not stated)	-3	0	0	.
56	CCCCN(Cc1nc2ccccc2c(=O)[nH]1)C(=O)CN1C(=O)NC2(CCCCC2)C1=O	12	4	0	4
57	O=C(c1ccccn1)N1CCCC(N2CCN(c3cccc(C(F)(F)F)c3)CC2)C1 (configuration not stated)	-17	15	1	.
58	COC(=O)c1cccc(NC(=O)c2ccc(S(=O)(=O)N3CCN(C)CC3)cc2)c1	4	5	.	.
59	OC(c1ccc2ccccc2c1)c1ncc(-c2ccc(C(F)(F)F)cc2)[nH]1 (configuration not stated)	-7	0	-3	22

No.	LGR2 antag	FN deposition inh	PGC1a acetyl inh	miR122 inh
46	-7	2	6	2
47	0	.	-10	.
48	-7	-2	.	.
49	2	5	-6	0
50	2	2	3	-4
51	.	2	-8	2
52	-35	5	1	.
53	4	11	.	.
54	-82	3	-2	.
55	-5	-1	.	.
56	4	-2	12	10
57	-9	-2	-44	-4
58	.	.	-27	13
59	25	8	3	0
